Screens as filed in PubChem BioAssay.
GCN5L2 inh = blocks human GCN5L2 histone acetyltransferase. GCN5L2 HAT assay, ThioGlo1 CoA-SH fluorescence. Potency, µM (doses to about 58.9 µM), for inactives: top-dose activity change, negative = inhibition, actives largely listed as inhibitors. 390,000 compounds, 0.21% hits. Q92830
Target sequence (Q92830 whole entry, looked up): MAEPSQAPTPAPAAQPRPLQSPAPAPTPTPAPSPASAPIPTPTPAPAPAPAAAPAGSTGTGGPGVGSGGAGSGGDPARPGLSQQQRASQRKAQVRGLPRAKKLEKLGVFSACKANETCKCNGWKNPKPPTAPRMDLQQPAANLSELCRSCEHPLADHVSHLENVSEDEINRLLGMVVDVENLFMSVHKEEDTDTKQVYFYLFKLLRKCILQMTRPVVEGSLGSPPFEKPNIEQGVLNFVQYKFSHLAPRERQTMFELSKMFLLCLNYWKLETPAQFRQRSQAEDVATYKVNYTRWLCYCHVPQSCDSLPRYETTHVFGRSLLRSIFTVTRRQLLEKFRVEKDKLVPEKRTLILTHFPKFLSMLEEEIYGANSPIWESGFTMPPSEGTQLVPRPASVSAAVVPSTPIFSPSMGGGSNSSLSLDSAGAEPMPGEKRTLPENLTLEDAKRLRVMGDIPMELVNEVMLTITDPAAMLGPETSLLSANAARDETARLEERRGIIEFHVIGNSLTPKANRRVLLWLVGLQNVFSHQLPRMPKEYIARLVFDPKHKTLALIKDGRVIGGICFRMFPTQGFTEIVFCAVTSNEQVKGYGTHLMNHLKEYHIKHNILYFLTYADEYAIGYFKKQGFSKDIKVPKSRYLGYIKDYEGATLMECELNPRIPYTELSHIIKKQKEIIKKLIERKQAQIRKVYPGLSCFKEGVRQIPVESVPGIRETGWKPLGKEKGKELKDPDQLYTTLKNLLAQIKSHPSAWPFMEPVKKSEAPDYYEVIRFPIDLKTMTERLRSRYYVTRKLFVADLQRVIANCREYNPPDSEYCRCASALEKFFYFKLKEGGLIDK
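Enzyme at 20nM final was mixed with library compounds for 15 min at room temperature. Peptide H3(1-25) at 75uM, acetyl-CoA at 70uM and ThioGlo1 at 50uM were then added. Plates were read immediately and after 20 min (Ex340nm/Em540nm).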
TDP1 cell CPT = growth inhibition of DT40 Tdp1-/-;hTDP1 cells with camptothecin (screen for TDP1 inhibitors) | chicken DT40 Tdp1-/-;hTDP1 cells + 20 nM CPT, ATP luminescence, 48 h | Potency, µM (series often up to 46.2 µM), inactives show at the top dose activity change, negative = growth inhibition, most hits filed as inhibitors | 420,000 compounds, 12% hits | AID 686979; note: nearly all actives have a fitted effect of over 55% in size
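Cell growth measured by CellTiter-Glo luminescence after a minimum 48 h, 37 C compound exposure with 20 nM CPT in Tdp1-knockout DT40 cells stably expressing hTDP1, seeded 400/well; qHTS titration format.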
FEN1 inhibitor = inhibitors of human flap endonuclease 1 | Potency, µM (highest dose often 114 µM), without a hit: at the top dose activity change, negative = inhibition, usual class: inhibitors | P39748 | 390,000 compounds, 0.35% hits | Recombinant FEN1 flap cleavage, fluorescence, 15 min; note: nearly all actives have a fitted effect of over 65% in size
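Nuclease activity of 10 nM FEN1 was measured after 15 min of room-temperature exposure to titrated compounds, by adding 50 nM flap substrate and reading plates at 0 and 15 min.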
Active calls of the source: *; ? = inconclusive; . = no result given; & = joins results of further samples; [ ] = another dose, or the depositor's remark. Calls come from the whole dose curve; as a rule, active = well fitted curve in the direction sought with a large enough effect; inconclusive = small, poorly fitted or top-dose-only effect, or another doubt; inactive = no such curve, though single readings can be large; an effect the other way counts as inactive or inconclusive. % is set by controls: 0 for no effect and ±100 for the full control effect; potency is the fitted concentration of half-maximal effect.

Results follow in this order: GCN5L2 inh | TDP1 cell CPT | FEN1 inhibitor
O=C(C[C@@H]1C/C=C\C[C@@H](Cc2ccc(F)cc2)C(=O)OCCNC1=O)N[C@H](CO)Cc1ccccc1
  1% | 21µM* | -2%
ClCc1nnc(-c2ccccc2)o1
  2% | ? | -7%
CCCCn1c(C)csc1=Nc1cccnc1
  3% | ? | 2%
C/C(CC(=O)Nc1ccc(Cl)c(Cl)c1)=N\NC(=O)C(=O)N1CCCCC1
  1% | -22% | -7%
O=C(CSc1nnc(-c2ccccc2)o1)c1ccc2c(c1)OCCO2
  -8% | 16µM* | 0%
CCc1cccc(C)c1Nc1nn2c(=O)c3ccccc3nc2s1
  -15% | 12µM* | -21%
CCOc1ccc(NC(=O)Cn2cnc3nc4c(cc3c2=O)CCCC4)cc1
  -17% | ? | -2%
Cc1cccc(CC(=O)NCCn2c(C)cc3ccccc32)c1
  3% | ? | -5%
COc1cccc(-c2cncnc2NCc2cccc(C)c2)c1
  -13% | ? | .
COc1ccc(NC(=O)CSCc2cc(=O)n3cc(C)sc3n2)cc1
  -30% | -8% | 19%
Cc1ccc(NC(=O)CSc2nc3ccccc3c(=O)n2CCCC(=O)N2CCCC2)cc1
  -6% | 18µM* | -7%
CC[C@]1(O)CC2CN(CCc3c([nH]c4ccccc34)[C@@](C(=O)OC)(c3cc4c(cc3OC)N(C=O)[C@H]3[C@@](O)(C(=O)OC)[C@H](OC(C)=O)[C@]5(CC)C=CCN6CC[C@]43[C@@H]65)C2)C1 (some centres not stated)
  ? | 0.15µM* | 1%
O=C(O)CN1C(=O)/C(=C\c2cccc(OCc3ccc(Cl)cc3)c2)SC1=S
  -12% | -13% | 6%
Cc1ccc(/C=N/NC(=O)c2ccoc2C)o1
  1% | -8% | 0%
CC(=O)Nc1ccc(NC(=O)c2cc(-c3ccc4c(c3)OCCO4)on2)cc1
  -7% | ? | 19%
Cn1c(SCc2ccc(C#N)cc2)nnc1-c1cccc(Cl)c1
  -3% | -20% | -13%
CN(C)Cc1c(C(=O)N/N=C/c2ccc(OCc3ccc(F)cc3)cc2)nnn1-c1nonc1N
  -3% | 20% | -1%
COc1cc(NS(=O)(=O)c2ccc(N)cc2)ncn1
  -3% | ? | .
O=C(NC1CCCCCCC1)c1ccco1
  -5% | -2% | 12%
COc1ccc(-c2noc(CSc3nc4ccccc4[nH]3)n2)cc1OC
  -5% | 23µM* | 0%
CCOC(=O)C1CCN(C(=O)COc2ccc(Br)cc2Br)CC1
  0% | -19% | -19%
CCOC(=O)CNC1CC(=O)N(c2cccc(Cl)c2)C1=O (configuration not stated)
  -6%[0.501 µM] | -10% | 8%
CC1(C)Cc2c(sc(NC(=O)C(=O)NCCCN3CCOCC3)c2C#N)CO1
  -1% | -17% | 19%
C=CCn1c(C)nnc1SCC(=O)Nc1ccc2c(c1)OCCO2
  3% | 4% | 0%
Cc1noc(C)c1-c1ccc2ncnc(NCCN3CCOCC3)c2c1
  -9% | ? | .
Cc1ccc(-c2cc(C(F)(F)F)n3nc(C(=O)Nc4ccc(Cl)cc4Cl)cc3n2)cc1
  -3% | -2% | 2%
O=c1[nH]c(C2CCCN(S(=O)(=O)c3ccccc3)C2)nc2c1nnn2Cc1cccc(Cl)c1 (configuration not stated)
  -4% | -28% | 15%
COC(=O)c1ccc(S(=O)(=O)N2CCCCCC2)cc1
  -2% | -14% | -1%
CCC(=O)Nc1ccc(S(=O)(=O)Nc2nccs2)cc1
  1% | 6% | 11%
O=C(COc1cccc(C(F)(F)F)c1)Nc1nnc(C2CC2)s1
  4% | 0% | 3%
Cc1ccc(-c2cc(C(=O)O)c3cc(Br)ccc3n2)s1
  -5%&-16% | -3%&2% | -9%&11%
Cc1ccc(NS(=O)(=O)c2ccc3[nH]c(=O)c(=O)[nH]c3c2)cc1Cl
  0% | -24% | -12%
CCc1nnc(SCc2ccc(CSc3nnc(CC)n3N)cc2)n1N
  -3% | 9% | 7%
Cc1cccc(C)c1OCc1cc(=O)n2ccsc2n1
  -5% | -26% | 11%
Cc1cccc(Nc2nc(N)nc(CN3CCC(C)CC3)n2)c1C
  -1% | -10% | -1%
O=[N+]([O-])c1ccc2c(c1)C(=NO)c1cc(F)ccc1-2
  . | 16µM* | ?
COc1ccc(CCNC(=O)c2[nH]c(C)c(C(C)=O)c2C)cc1
  -3% | -16% | -2%
CC(C)Nc1nc(NC(C)C)nc(OCCOC(=O)c2ccccc2)n1
  -1% | 10% | -3%
Cc1cc(C)c(NC(=O)C2CCCN2C(=O)NC2CCCCC2)c(C)c1 (configuration not stated)
  -7% | 13% | -9%
CCOc1ccc(/C=N/NC(=O)C(C)N(c2ccc(OC)cc2)S(C)(=O)=O)cc1OCC (configuration not stated)
  -7% | ? | -16%
Nc1ccccc1Sc1ccc(C(=O)c2ccccc2C(=O)O)cc1[N+](=O)[O-]
  20µM* | 1% | -11%
COC(=O)c1nn(-c2ccccc2)c(Cl)c1/C=N/OCc1c(Cl)cccc1Cl
  . | 12% | 9%
COc1ccccc1C(=O)N/N=C(\C)CC(=O)Nc1ccc(Nc2ccccc2)cc1
  -8% | ? | -11%
Cc1cc(C)n2nc(C)c(-c3ccc(Cl)cc3)c2n1
  -9% | -25% | -15%
O=C(Nc1nccs1)C(F)(F)C(F)(F)C(F)(F)C(=O)Nc1nccs1
  -3% | 7% | 5%
COc1ccc(-c2nc(CS(=O)CC(=O)NCc3ccco3)c(C)o2)cc1 (configuration not stated)
  -4% | ? | -4%
OC(COc1cccc(OCC(O)CN2CCOCC2)c1)CN1CCOCC1 (configuration not stated)
  0%&-5% | 17%&1% | 14%&-1%
COc1ccc(-c2nnc(SCC(=O)c3ccc[nH]3)o2)cc1
  0% | -18% | -12%
O=C(N/N=C/c1ccsc1)c1cc(-c2ccncc2)nc2ccccc12
  0% | 3.7µM* | -4%
O=C(Nc1ccc2oc(-c3ccc(F)cc3)nc2c1)c1ccccc1F
  1% | -14% | -1%
O=S(=O)(c1cccc(Cl)c1)N1CCN(c2nc(-c3ccccc3)nc3ccccc23)CC1
  . | ? | -21%
COc1ccc(NC(=O)CCS(=O)(=O)c2ccc3c(c2)n(C)c(=O)c(=O)n3C)cc1Cl
  -4% | 8% | 16%
Cc1n[nH]c(C)c1CCc1nc2c3ccccc3nc(SCC(=O)Nc3ccccc3F)n2n1
  -9% | ? | -17%
CC1=C(C(=O)OC2CCCCCCC2)C(c2cc3c(cc2Br)OCO3)CC(=O)N1 (configuration not stated)
  -11% | ? | ?
Cc1nc(NCc2ccc(S(N)(=O)=O)cc2)c2c(C)c(C)sc2n1
  -1% | ? | -3%
CCOc1ccccc1NC(=O)CSc1nnc2ccc(-c3cccnc3)nn12
  -14% | ? | 3%
O=C1Nc2ccccc2C12NCCc1c2[nH]c2ccccc12 (configuration not stated)
  1% | -14% | -8%
CCN1CCCc2cc(CN(CCN3CCOCC3)C(=S)Nc3cccc(Cl)c3)ccc21
  -11% | 16µM* | -19%
O=C1N/C(=C/c2cccn2-c2ccccc2)C(=O)N1Cc1ccccc1F
  3% | ? | -1%
Cc1ccc(OCCSc2nnc(-c3cccs3)o2)cc1
  -12% | -14% | -16%

Next records
Results follow in this order: GCN5L2 inh | TDP1 cell CPT | FEN1 inhibitor
COC(=O)c1c(NC(=O)c2c(OC)cccc2OC)sc2c1CCCC2
  -20% | ? | ?
COc1ccc(CNC(=O)CCS(=O)(=O)c2cc(Br)cc3c2N(C(=O)C2CC2)CC3)cc1
  0% | ? | -5%
Cc1ccc(C(NC(N)=O)c2ccccc2C)cc1 (configuration not stated)
  -1% | 3% | 2%
NS(=O)(=O)c1cccc(NS(=O)(=O)c2ccc3ccccc3c2)c1
  0% | -7% | -4%
CCN(CC(=O)Nc1ccccc1C(F)(F)F)C(=O)c1ccc(N2CCCC2=O)cc1
  2% | -4% | 1%
Cc1ccc(C)c(N2C(=O)CC(N3CCN(Cc4ccc5c(c4)OCO5)CC3)C2=O)c1 (configuration not stated)
  -7% | -5% | 14%
CCS(=O)(=O)Nc1cccc(C2=NN(S(=O)(=O)c3ccccc3)C(c3cccs3)C2)c1 (configuration not stated)
  -20% | -7% | 0%
CCOC(=O)c1cc(NC(=O)C2CCCO2)cc(C(=O)OCC)c1 (configuration not stated)
  1% | 6% | 4%
CSc1ncc(Cl)c(C(=O)N(C)c2ccccc2)n1
  -5% | -15% | 1%
CCCCN(C(=O)CSc1nnc(-c2ccccc2)o1)c1c(N)n(CCC)c(=O)[nH]c1=O
  2% | -2% | 19%
CC1CCCCC12NC(=O)N(CC(=O)NC1CCCc3ccccc31)C2=O (configuration not stated)
  0% | -11% | 6%
O=C(NO)c1ccccc1O
  -1% | -4% | 11%
CN1CCN(C(=O)CN(C)S(=O)(=O)c2ccc3ccccc3c2)CC1
  1% | 18% | 2%
CC(=O)c1ccc(OCc2cc(C(=O)N3CCN(c4ccccc4)CC3C)no2)cc1 (configuration not stated)
  -11% | ? | ?
O=C(/C=C/c1ccc(O)cc1)OCc1occc(=O)c1O[C@@H]1OC(CO)[C@@H](O)[C@H](O)[C@@H]1O (some centres not stated)
  -4% | -2% | -3%
C=CCn1c(O)c2ccc(C(=O)N=NC(=O)COc3ccc(OC)cc3)cc2c1O
  ? | 13% | 5%
O=C(COC(=O)CCCOc1ccccc1)NC1CCS(=O)(=O)C1 (configuration not stated)
  2% | 3% | 8%
COc1ccc(CC(=O)OCC(=O)NCc2ccc(F)cc2)cc1
  -6% | 2% | 3%
COc1ccc(N2CCN(Cc3nc(N)nc(N4CCCc5ccccc54)n3)CC2)cc1
  -8% | ? | -6%
COc1ccccc1NC(=O)c1ccc(Br)o1
  3% | -2% | -2%

Laid out differently: four of the compounds above
SMILES: CC1(C)Cc2c(sc(NC(=O)C(=O)NCCCN3CCOCC3)c2C#N)CO1
- GCN5L2 inh = -1%
- TDP1 cell CPT = -17%
- FEN1 inhibitor = 19%
SMILES: O=C(CSc1nnc(-c2ccccc2)o1)c1ccc2c(c1)OCCO2
- GCN5L2 inh = -8%
- TDP1 cell CPT = 16µM*
- FEN1 inhibitor = 0%
SMILES: CC1=C(C(=O)OC2CCCCCCC2)C(c2cc3c(cc2Br)OCO3)CC(=O)N1 (configuration not stated)
- GCN5L2 inh = -11%
- TDP1 cell CPT = ?
- FEN1 inhibitor = ?
SMILES: CCOC(=O)c1cc(NC(=O)C2CCCO2)cc(C(=O)OCC)c1 (configuration not stated)
- GCN5L2 inh = 1%
- TDP1 cell CPT = 6%
- FEN1 inhibitor = 4%

Next section.
Results follow in this order: GCN5L2 inh | TDP1 cell CPT | FEN1 inhibitor
CCN1C(=O)[C@@H]2[C@@H](c3ccc(-c4ccc(F)cc4)c(OC)c3)N3CCC[C@@]3(C(=O)OC)[C@@H]2C1=O
  -5% | 23µM* | 5%
CCOC(=O)C1CCN(C(=O)c2cc3c(=O)n4cccc(C)c4nc3s2)CC1
  0% | 3% | -7%
Cc1cc(C)cc(C(=O)Nc2ccc(-c3nc4ncccc4o3)cc2)c1
  -2% | 21µM* | 11%
Cc1ccc(CNC(=O)CCCn2c(=O)c3ccccc3n(CC(=O)C(C)(C)C)c2=O)cc1
  -11% | ? | -9%
Cn1cc(C2=C(c3ccc(Cl)cc3Cl)C(=O)NC2=O)c2ccccc21
  ? | ? | ?
CCCNC(=O)c1ccccc1NC(=O)c1ccccc1N(C)S(=O)(=O)c1ccc(C)cc1
  -3% | ? | -16%
Cc1ccccc1Cn1cc(NS(=O)(=O)c2cn(C)nc2C)cn1
  -1% | -8% | 3%
O=C1CN(C(=O)COc2ccc(Cl)cc2Cl)c2ccccc2N1
  -10% | 7% | -1%
Cc1cc(C)c(C)c(OCC(=O)O/N=C(\N)c2ccncc2)c1
  -8% | -14% | -22%
COc1ccccc1/C=C(/NC(=O)c1ccc(Cl)cc1Cl)C(=O)O
  -8% | -29% | 12%
O=C(c1ccc2ccccc2c1)N1CCN(S(=O)(=O)/C=C/c2ccccc2)CC1
  -14% | 16µM* | -5%
CC(C)(C)NC(=O)CSc1nnc(-c2ccccc2)c(-c2ccccc2)n1
  -9% | -15% | 8%
COc1ccccc1/C=C/CN1CCCC(CCC(=O)NCc2ccccc2F)C1 (configuration not stated)
  -9% | 18µM* | -1%
O=C(NC(=O)C(F)(F)F)Nc1ccc(S(=O)(=O)Nc2nccs2)cc1
  -1% | -1% | 20%

Some of the compounds tested. The share of hits here may be higher or lower than overall.
